Ins promoter up: MIN6 insulin promoter up-regulation. MIN6 insulin promoter-GFP reporter, high-content imaging; hits give high values. z-score at 5 µM. 190,000 compounds, 0.3% hits. AID 1625;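 active means z-score above 3 at 5 µM with at least 500 cells counted in the well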
Salmonella PhoP GFP: inhibitors of PhoP regulon expression, primary screen, Salmonella Typhimurium, GFP reporter (AID 1863); inhibition, % at 50 µM, or IC50 in µM where a hit was titrated; 300,000 compounds, 0.16% hits; S. Typhimurium PhoP-regulated promoter GFP reporter, 4 h; higher % means a stronger effect;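 active means inhibition over 29.93%, a cutoff 3 SD above the screen mean, later confirmed by dose response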;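 further: 0% = low Mg2+ inducing control and 100% = high Mg2+ repressing control; strong numbers were not always called active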
TNAP activation fold: human TNAP enzyme activators, primary screen, biochemical, luminescent, no phosphate acceptor, uHTS (AID 1001). purified TNAP, luminescent activation assay, no phosphate acceptor; higher activation fold means a stronger effect. activation fold at 20 µM; hits with a dose series show EC50 in µM. 200,000 compounds, 0.03% hits; in the data active means activation fold from about 3, or a potency from the dose series; inactive means the rest, 99 in 100 with activation fold below about 1.6; further: many of its hits are not listed in these tables
West Nile virus CPE: inhibition of WNV-induced cytopathic effect – cell-based, CPE readout (AID 1621); West Nile virus-infected cells, CPE inhibition; higher % means a stronger effect; one-dose CPE inhibition, % at 10 µM; IC50 in µM for titrated hits; 290,000 compounds, 0.02% hits; in the data active means a potency from the dose series; further: strong numbers were not always called active
human PMI inhibition: inhibitors of human PMI, primary screen, biochemical, fluorescence intensity, coupled assay (AID 1209) | 190,000 compounds, 0.42% hits | purified PMI enzyme, coupled fluorescence intensity; higher % means a stronger effect | one-dose inhibition, % at 20 µM; IC50 in µM for titrated hits;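 further: plate controls were DMSO vehicle for no effect and wells lacking substrate for full effect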
ER stress rescue: rescue of cells from ER stress-induced death, primary screen, 384-well, CSM14.1, thapsigargin, ATP luminescence (AID 1222); cellular ATP content (survival), % at 20 µM; hits with a dose series show EC50 in µM; 190,000 tested, under 10 active; CSM14.1 thapsigargin-induced death rescue, ATP luminescence; higher % means a stronger effect;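 active means EC50 below 50 µM in the dose-response confirmation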;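 further: death triggered by thapsigargin at about 15 µM added after 2 h compound pretreatment; cell ATP read after overnight thapsigargin exposure of roughly 18 to 22 hours; normalized against plate controls of thapsigargin alone and 5% DMSO vehicle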
SV40 large T antigen: SV40 large T antigen inhibitors, biochemical (AID 1903); SV40 large T antigen ATPase/helicase inhibition assay; higher % means a stronger effect; 310,000 compounds, 0.39% hits; one-dose inhibition, % at 20 µM; IC50 in µM for titrated hits; in the data active means a potency from the dose series; further: strong numbers were not always called active
human PMI inhibitors: MPI inhibition at elevated mannose 6-phosphate – biochemical, fluorescence intensity, high mannose 6-phosphate, primary screen (AID 1220) | recombinant PMI enzyme, coupled fluorescence intensity; higher % means a stronger effect | one-dose inhibition, % at 20 µM; IC50 in µM for titrated hits | 190,000 compounds, 0.66% hits
RSV CPE inhibition: inhibition of RSV-induced cytopathic effect – HEp-2 cells, primary 10 µM value included (AID 2391) | HEp-2 cells, RSV-induced CPE inhibition; higher % means a stronger effect | CPE inhibition, % at 10 µM, or IC50 in µM where a hit was titrated | 310,000 compounds, 0.13% hits; in the data active means a potency from the dose series; further: strong numbers were not always called active
Ins promoter up cell count: recorded beside Ins promoter up, whose call it bears; cell count; measured here: cytotoxicity, nuclei count;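 total cells summed across four imaged fields per well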
The depositor's hits bear a star; / = no result given. Unless noted, no stated cut-off is given here; in the data, active means inhibition above about 50%; inactive means the rest.

SMILES	Ins promoter up	Ins promoter up cell count	Salmonella PhoP GFP	TNAP activation fold	West Nile virus CPE	human PMI inhibition	ER stress rescue	SV40 large T antigen	human PMI inhibitors	RSV CPE inhibition
Cc1cc(NC(=O)c2ccccc2)ncc1NC(=O)c1cccs1	0.27	1340	5%	1	-0.7%	12%	-2.3%	0%	35%	0.8%
COc1ccc(OC)c(NC(=O)CSc2nc(N3CCOCC3)nc(N3CCOCC3)n2)c1	/	/	-4%	/	-0.6%	/	/	18%	/	4.4%
CC1(C)CC(C(N)=S)CCO1 (centres undefined)	0.07	1361	-12%	/	-0.4%	/	/	16%	/	0.3%
COc1cc(OC)c(OC)cc1CNc1cc(C)ccc1OC	-1.4	1045	14%	1.1	-0.4%	7%	5.1%	12%	24%	1.5%
O=C(CSc1nnc(-c2cccs2)o1)c1cccs1	0.72	1247	-3%	1	0.1%	-4%	-1.1%	16%	-5%	0.2%
Nc1nnc(-c2ccc(F)cc2)s1	1	1490	-4%	1.1	-0.5%	3%	-0.3%	2%	6%	/
Cc1cc(CN2CCCC(N3CCc4ccccc4C3)C2)cc(C)c1O (centres undefined)	/	/	1%	/	-0.7%	/	/	26%	/	0.0%
Nc1nc(SCC(=O)NCC2CCCO2)[nH]c(=O)c1NC(=O)c1ccc(F)c(F)c1 (centres undefined)	/	/	-1%	/	0.9%	/	/	16%	/	3.4%
CCCc1ccc(OCC(O)CN2CCN(CCO)CC2)cc1 (centres undefined)	/	/	-2%	/	-0.8%	/	/	3%	/	-1.2%
COc1ccc(-c2csc(NC(=O)COC(=O)c3ccc(Br)o3)n2)cc1	-0.02	1176	-2%	1.1	0.3%	-1%	1.3%	4%	-7%	2.0%
O=C(NCc1ccc(Cl)cc1)c1cc2ccccc2oc1=O	/	/	1%	/	-0.7%	/	/	-2%	/	1.3%
CCN(CC)S(=O)(=O)c1ccc(S(=O)(=O)Nc2ccc(C(=O)N3CCCC3)cc2)cc1	0.47	1258	0%	1.1	-0.4%	13%	-4.4%	8%	7%	5.4%
C/C(=N\NC(=O)c1ccccc1)c1ccccc1Br	-1.9	927	12%	1.2	-1.3%	2%	9.5%	10%	3%	6.0%
COC(=O)CSc1nnc(CNc2ccc(OC)cc2)n1C	0.06	1230	7%	1.1	0.7%	-3%	-2.3%	46µM*	10%	0.2%
Cc1ccc(NCC(=O)Nc2c(C)n(C)n(-c3ccccc3)c2=O)cc1S(=O)(=O)N(C)C	0.47	948	-9%	/	-0.1%	/	/	8%	/	-1.2%
CN(C)c1ccc(C(=O)NCC2CCCO2)cc1 (centres undefined)	/	/	8%	1.1	0.7%	2%	-2.5%	6%	-1%	1.1%
CCCCC(=O)Nc1ccc(NC(=O)C(C)C)cn1	0	1014	-7%	1.1	0.1%	2%	-2.1%	8%	2%	0.9%
CSc1sc(C(=O)O)c(C)c1C(C)=O	-0.08	756	9%	1.2	0.1%	-7%	-0.7%	0%	-14%	2.1%
Cc1cc(C)c(S(=O)(=O)NCC(c2cccnc2)N2CCN(Cc3ccccc3)CC2)c(C)c1 (centres undefined)	/	/	11%	/	-0.7%	/	/	-7%	/	-2.4%
CCCN(CCC)CCCNC(=O)c1cn(CC)c2ccc(S(=O)(=O)N3CCc4ccccc4C3)cc2c1=O	-0.48	1182	-3%	1.1	/	-5%	7.0%	-3%	0%	-0.8%

Single records, from the list above. Values in the order: Ins promoter up | Ins promoter up cell count | Salmonella PhoP GFP | TNAP activation fold | West Nile virus CPE | human PMI inhibition | ER stress rescue | SV40 large T antigen | human PMI inhibitors | RSV CPE inhibition
Cc1cc(C)c(S(=O)(=O)NCC(c2cccnc2)N2CCN(Cc3ccccc3)CC2)c(C)c1 (centres undefined) as listed: / | / | 11% | / | -0.7% | / | / | -7% | / | -2.4%
Cc1cc(CN2CCCC(N3CCc4ccccc4C3)C2)cc(C)c1O (centres undefined) as listed: / | / | 1% | / | -0.7% | / | / | 26% | / | 0.0%
CSc1sc(C(=O)O)c(C)c1C(C)=O as listed: -0.08 | 756 | 9% | 1.2 | 0.1% | -7% | -0.7% | 0% | -14% | 2.1%
O=C(NCc1ccc(Cl)cc1)c1cc2ccccc2oc1=O as listed: / | / | 1% | / | -0.7% | / | / | -2% | / | 1.3%

Later entries:
SMILES	Ins promoter up	Ins promoter up cell count	Salmonella PhoP GFP	TNAP activation fold	West Nile virus CPE	human PMI inhibition	ER stress rescue	SV40 large T antigen	human PMI inhibitors	RSV CPE inhibition
COc1ccc(NS(=O)(=O)c2cccc(C(=O)Nc3ccccc3C(=O)O)c2)cc1	/	/	-3%	/	0.3%	/	/	12%	/	1.0%
CCOc1ccccc1/C=N/n1c(C2CCCCC2)n[nH]c1=S	/	/	-4%	/	0.1%	/	/	13%	/	1.2%
CC(=O)Nc1cccc(NC(=O)Cc2ccc3ccccc3c2)c1	/	/	-2%	/	-1.9%	/	/	29%	/	22%
Cc1ccccc1C(N)c1ccncc1 (centres undefined)	/	/	-2%	/	-0.9%	/	/	4%	/	2.5%
CS(=O)(=O)c1ccc(C(=O)OCc2nnc(-c3ccccc3)o2)cc1[N+](=O)[O-]	0.26	1306	3%	1.2	0.8%	-4%	-1.5%	4%	-7%	/
COc1cc2c(cc1OC)-c1cc(OCc3cccnc3)nc(=O)n1CC2	-0.28	1331	-6%	1.1	1.0%	11%	-0.7%	6%	8%	/
CCCn1ncc(CN2CCC(n3nccc3NC(=O)c3ccccc3OC)CC2)c1C	/	/	-3%	/	-1.1%	/	/	13%	/	0.0%
CCn1cnc2cc(NCc3ccc(OC)cc3)ccc21	-0.21	1064	19%	1.1	-1.0%	7%	-0.5%	-1%	4%	-0.9%
O=C(CSc1ccc2nnc(-c3cccc(F)c3)n2n1)NCC1CCCO1 (centres undefined)	2	1454	-2%	1.2	0.3%	7%	-0.8%	4%	-72%	0.4%
CC1=C(C#N)C(c2cccnc2)C2=C(CCCC2=O)N1 (centres undefined)	0.03	1220	6%	1.1	0.1%	2%	5.0%	9%	6%	1.1%
CCOc1ccc(Nc2oc(-c3ccccc3Cl)nc2C#N)cc1	1.1	839	-7%	1	-0.8%	-1%	-1.8%	9%	-6%	3.4%
COc1ccc(CNC(=O)CN(Cc2ccc(Cl)cc2)S(C)(=O)=O)cc1	0.01	1224	-12%	1	-0.2%	9%	-2.1%	-6%	11%	14%
COC(=O)C1=C(COc2ccc(C=O)cc2OC)NC(=O)NC1c1cc(C)ccc1C (centres undefined)	/	/	-5%	1.1	-0.3%	28%	16%	-1%	10%	1.0%
CCO[C@H]1OC(C(=O)N2CCOCC2)=C[C@@H](c2ccc(Br)cc2)[C@@H]1CCCO	0.43	1441	-1%	1.1	-1.3%	19%	1.5%	7%	7%	1.5%
Cc1ccsc1/C=C(\C(=O)c1ccc(OC(C)C)cc1)c1nc2ccccc2o1	1.3	920	-2%	1.1	-1.8%	8%	-1.6%	5%	35%	17%
OC(CNc1ccccc1)Cn1ccc2ccccc21 (centres undefined)	-0.26	1561	-5%	1.2	-0.4%	8%	-1.3%	9%	8%	1.7%
O=c1c([N+](=O)[O-])c(O)c2cccc3c2n1CCC3	/	/	-2%	/	0.3%	/	/	4%	/	0.5%
CCC(=O)C1CCCN(C(=O)c2ccc(OC3CCN(C(=O)c4cccnc4)CC3)cc2)C1 (centres undefined)	0.56	1426	5%	1.1	-1.1%	4%	2.8%	6%	2%	2.1%
COc1ccc(N2CCN(C(=O)CCc3cc(OC)c(OC)c(OC)c3)CC2)cc1	/	/	-1%	/	-0.7%	/	/	8%	/	1.9%
O=C(O)Cn1c(CC(=O)N2CCCC2)nc2ccccc21	-0.42	906	-3%	1.1	-0.3%	6%	-1.5%	6%	-4%	-0.3%
COc1ccccc1-n1c(SCC(=O)NC(C)(C)C)nc(O)c(Cc2ccccc2)c1=O	-0.28	1569	2%	1.1	0.7%	-2%	-1.1%	-1%	-3%	0.2%
COc1ccc(C(=O)O)cc1NC(=S)NC(=O)/C=C/c1ccc(C(C)C)cc1	/	/	-7%	/	0.3%	/	/	19%	/	1.6%
COc1ccc(Nc2nc(-c3ccccc3)cs2)cc1	-0.36	965	-5%	1.1	-0.6%	4%	0.1%	0%	1%	/
CN(C)S(=O)(=O)N1CCC(Oc2cccc(C(=O)N3CCCCCC3)c2)CC1	/	/	-4%	/	-0.8%	/	/	24%	/	8.0%
CC1(C)Cc2ccccc2C(/C(C#N)=N/O)=N1	-0.63	1107	3%	1.1	0.5%	-4%	-1.2%	-5%	-3%	0.6%
CCOc1ccc(NC(=S)c2ccc3ccccc3n2)cc1	/	/	0%	/	-0.4%	/	/	5%	/	4.4%
Cc1cc(C)nc(NS(=O)(=O)c2ccc(N/C=C\C(=O)c3ccc(Cl)cc3)cc2)n1	-0.38	1360	-23%	1.1	0.1%	1%	-0.4%	4%	2%	1.1%
COc1ccc(C(CNC(=O)c2ccc(-c3ccccc3)cc2)N(C)C)cc1OC (centres undefined)	/	/	-6%	/	0.1%	/	/	12%	/	-2.0%
CC(=O)n1nc(-c2ccc(C)cc2)nc1NCc1ccc(F)cc1	0.05	1659	0%	1	-0.7%	7%	0.4%	0%	3%	/
Cc1cc(C)cc(N2C(=O)N(c3ccccc3C)C3CS(=O)(=O)CC32)c1 (centres undefined)	-0.78	1199	-12%	1.1	-0.7%	5%	-0.5%	9%	-5%	-0.1%
Cc1ccc(Cl)cc1N1CCN(S(=O)(=O)c2c(C(=O)N3CCOCC3)c(C)n(C)c2C)CC1	/	/	0%	/	-0.6%	/	/	13%	/	0.8%
CCCN1CC(O)=C(C#N)C1=O	-0.05	1267	1%	1	-0.2%	-16%	0.8%	2%	-4%	0.3%
Cc1nonc1OCCNc1ccc([N+](=O)[O-])cc1[N+](=O)[O-]	-0.32	1321	1%	1.2	-0.6%	4%	-1.3%	11%	-2%	-1.0%
Cc1cc(C)c2nc(N3CCC(C(=O)NCc4cccnc4)CC3)sc2c1	-0.59	1196	4%	1.1	-0.8%	5%	2.5%	11%	7%	12%
Cc1ccc(S(=O)(=O)N(CC(=O)N/N=C/c2ccccc2C(=O)O)c2cc(Cl)cc(Cl)c2)cc1	-0.04	1204	7%	1.1	-1.0%	3%	0.3%	5%	11%	-2.5%
O=C1C(=O)N(CCN2CCOCC2)C(c2ccccn2)/C1=C(/O)c1ccc(Cl)cc1 (centres undefined)	0.72	1094	-4%	1	0.1%	-37%	1.5%	3%	-37%	2.6%
Cc1c(Cl)ccc2c(C(=O)O)cc(-c3ccccc3)nc12	0.38	879	-9%	/	0.4%	/	/	9%	/	2.1%
CCC(C)(C)NC(=O)CN(C(=O)CCC(=O)Nc1nccs1)c1cccc(C)c1C	/	/	-3%	/	-1.4%	/	/	14%	/	1.2%
COc1ccc2c(Cl)c(C(=O)NCC3CCCO3)sc2c1Cl (centres undefined)	0.04	1235	-20%	1	-0.1%	5%	-1.9%	12%	20%	1.3%
O=[N+]([O-])c1cc(C(F)(F)F)ccc1N1CCN(S(=O)(=O)c2ccc3ccccc3c2)CC1	-0.86	1677	-11%	1.1	-0.5%	10%	-5.1%	9%	10%	2.4%
Clc1ccc2scc(CN3CCCCC3)c2c1	-1.3	1309	6%	1.1	-0.5%	-8%	-0.5%	9%	-6%	0.1%
Cc1ccc(C)c(NC(=O)C2CC3c4ccccc4C2c2ccccc23)c1 (centres undefined)	-2	1445	9%	1	-0.3%	-14%	-0.5%	9%	-7%	2.2%
